D2 ag: agonists of human D2 dopamine receptor | P14416 | HEK293 T-REx D2 cells, calcium flux agonist mode | activation, % at 2 µM | hit rate 0.53% among 340,000 | AID 485358;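 active = activation over 3 SD above normal in the single-dose calcium agonist read, cut at about 30% in these data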; also: 0% is about no effect
Target sequence (P14416 whole entry, looked up): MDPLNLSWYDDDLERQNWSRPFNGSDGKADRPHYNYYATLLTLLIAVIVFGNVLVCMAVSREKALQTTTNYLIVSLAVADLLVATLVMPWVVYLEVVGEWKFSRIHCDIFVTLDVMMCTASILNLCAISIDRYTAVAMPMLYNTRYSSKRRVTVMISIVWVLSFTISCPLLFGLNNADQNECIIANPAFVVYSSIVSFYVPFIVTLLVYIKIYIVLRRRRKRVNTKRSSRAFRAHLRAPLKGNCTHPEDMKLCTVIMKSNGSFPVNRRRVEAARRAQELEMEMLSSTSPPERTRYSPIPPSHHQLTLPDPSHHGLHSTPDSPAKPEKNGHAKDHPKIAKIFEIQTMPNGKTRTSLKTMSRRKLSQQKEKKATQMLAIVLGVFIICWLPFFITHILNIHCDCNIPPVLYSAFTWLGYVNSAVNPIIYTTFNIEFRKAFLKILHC
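Tetracycline-induced HEK293 T-REx cells with force-coupled D2 receptor, plated overnight at 30 C, loaded with no-wash calcium dye. After a 10 s baseline, compound was pin-added and calcium flux read kinetically for 180 s; calcium rises flagged agonists.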
PI4K2A block: PI4K2A (human) kinase inhibition; activity change, negative = inhibition, % at 76.9 µM; hit rate 0.13% among 420,000; AID 1346378; purified PI4K2A, ADP-Glo luminescence, 1 h; active compounds read low; Q9BTU6; in the data active = activity change below about -50%; inconclusive = mostly about -30% to -49%;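 also: -100% = wells without enzyme as full effect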
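Compounds are screened against recombinant PI4K2A using PI as substrate and ATP, the latter dispensed at 300 microM. Reactions run one hour at ambient temperature before ADP-Glo detection; full inhibition defined by wells lacking enzyme.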
rTrxR1 inhibitor: blocks rat thioredoxin reductase 1; hit rate 1% among 390,000; recombinant rTrxR1, NADPH fluorescence consumption, selenite substrate; Potency, µM (doses to about 114 µM), inactives show at the highest dose activity change, negative = inhibition, actives largely listed as inhibitors; also: potency is read from the fitted curve at half-maximal effect; % is scaled to controls: 0 for no effect and ±100 for the full control effect; nearly all actives have a fitted effect of over 65% in size
Target sequence (O89049 whole entry, looked up): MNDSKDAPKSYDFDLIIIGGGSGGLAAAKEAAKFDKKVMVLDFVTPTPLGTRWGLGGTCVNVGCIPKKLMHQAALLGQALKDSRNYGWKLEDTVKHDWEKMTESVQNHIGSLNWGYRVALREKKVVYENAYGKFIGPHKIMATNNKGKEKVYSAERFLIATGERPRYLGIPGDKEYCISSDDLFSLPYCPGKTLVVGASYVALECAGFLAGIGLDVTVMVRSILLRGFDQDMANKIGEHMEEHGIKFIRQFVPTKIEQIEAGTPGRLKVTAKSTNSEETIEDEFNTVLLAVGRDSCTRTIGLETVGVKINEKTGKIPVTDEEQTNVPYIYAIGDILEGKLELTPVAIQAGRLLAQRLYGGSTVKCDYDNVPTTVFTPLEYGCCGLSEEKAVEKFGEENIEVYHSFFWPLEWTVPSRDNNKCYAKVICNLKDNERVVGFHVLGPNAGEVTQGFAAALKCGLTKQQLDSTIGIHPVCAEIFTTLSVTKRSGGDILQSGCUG
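Rat TrxR1 (90 nM in the dispensed reagent) was pre-reduced with 400 uM NADPH for 5 min at room temperature, then incubated with compound for 15 min. After 400 uM selenite was added, NADPH fluorescence (Ex 340/Em 450 nm) was followed for 8 min.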
TrxR1 substrate: is turned over as a substrate by rat TrxR1; hit rate 0.01% among 390,000; Potency, µM (top dose mostly 114 µM), for the others: top-dose activity change, negative = substrate turnover; O89049; purified TrxR1 substrate turnover, NADPH consumption readout; also: potency is read from the fitted curve at half-maximal effect; % is scaled to controls: 0 for no effect and ±100 for the full control effect; nearly all actives have a fitted effect of over 50% in size
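Rat TrxR1, dispensed at 90 nM, was prereduced with 400 uM NADPH (final) for 5 min at ~22 deg C, then incubated with compound 15 min before 400 uM selenite. A first-read NADPH fluorescence drop versus no-compound background flagged substrates.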
USP1 inh: blocks the human USP1/UAF1 deubiquitinase complex | O94782 | recombinant USP1/UAF1, Ub-Rhodamine cleavage fluorescence | Potency, µM (highest dose often 57.1 µM), for the others: at the top dose activity change, negative = inhibition, actives largely listed as inhibitors | hit rate 0.23% among 390,000 | AID 743255; also: potency is read from the fitted curve at half-maximal effect; % is scaled to controls: 0 for no effect and ±100 for the full control effect; nearly all actives have a fitted effect of over 60% in size; inactives centre near -12
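1 nM enzyme complex + cpd, 15 min RT; start with Ub-Rho 150nM final; kinetic fluorescence ex 480/em 540, 6 reads q60 s. Buffer 50mM HEPES pH 7.8, 0.5mM EDTA, 0.1 mg/ml BSA, 1mM TCEP, 0.01% Tween-20.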
TRHR agonist: TRH receptor (human) agonism; activation, % at 2 µM; AID 493084; TRHR cells, calcium flux fluo-8, FDSS agonist mode; hit rate 0.18% among 360,000; P34981; in the data active = activation above about 30%; also: 0% is about no effect
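TRHR-expressing cells, plated overnight in medium with 10% serum, were loaded with fluo-8 calcium dye at room temperature. After a 10 s baseline, library compound was pin-added and calcium release was recorded kinetically (ex 480/em 530) as agonist response.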
IDH1 R132H inh: blocks human mutant IDH1 R132H enzyme. O75874. IDH1-R132H enzyme, NADPH consumption, diaphorase/resazurin fluorescence. Potency, µM (highest dose often 76.6 µM), inactives show at the top dose activity change, negative = inhibition, hits mostly inhibitors. hit rate 0.093% among 390,000. AID 602179; also: potency is read from the fitted curve at half-maximal effect; % is scaled to controls: 0 for no effect and ±100 for the full control effect; nearly all actives have a fitted effect of over 65% in size
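IDH1-R132H (0.5 ug/mL) preincubated 30 min with compound, then NADPH (0.016 mM) and alpha-KG (2 mM) added; 80 min at RT, pH 7.5. Remaining NADPH coupled via diaphorase/resazurin to fluorescence (540/590 nm); concentration-response curves normalized to no-enzyme control.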
TRHR enhancer: allosterically enhances the human TRH receptor | enhancement, % at 2 µM | hit rate 0.66% among 360,000 | P34981 | TRHR cells, fluo-8 calcium fluorescence, EC20 TRH enhancement; in the data active = enhancement above about 30%; also: 0% is about no effect
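TRHR-expressing cells loaded with fluo-8 calcium dye were read kinetically (ex 480/em 530) during compound addition, then stimulated with an EC20 of TRH (10 nM final). Enhancement of the Gq-mediated intracellular calcium response was scored.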
D2 antag: D2 dopamine receptor (human) antagonism | HEK293 TREx D2 cells, calcium flux, dopamine EC80 | inhibition, % at 10 µM | hit rate 2% among 340,000 | AID 485344; in the data active = inhibition above about 30%; also: 0% is about no effect
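Cells plated overnight at 30 C with tetracycline; no-wash calcium dye, 30–90 min RT; 10 s baseline; compound pinned; 180 s read; EC80 dopamine added; another 180 s read.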
Active calls of the source: *; ? = inconclusive; / = not tested or not shown; & = joins results of further samples; [ ] = remark or other dose. Unless noted, calls follow the shape of the dose curve; as a rule, active = well fitted inhibition curve with a large enough effect; inconclusive = small, poorly fitted or top-dose-only effect; inactive = no such curve, though single readings can be large or run the other way.

The opening 3 records as a preview:
SMILES | D2 ag | PI4K2A block | rTrxR1 inhibitor | TrxR1 substrate | USP1 inh | TRHR agonist | IDH1 R132H inh | TRHR enhancer | D2 antag
Cc1cccnc1NC(=O)C(c1ccccc1)c1ccccc1 | -1.9 | -3 | 32%[activator] | 6% | -8% | -1.4 | 14% | -3 | -32
CCOc1ccccc1-n1nnnc1SCC(=O)NCc1ccco1 | -0.8 | -1 | -16% | -2% | 2% | -0.5 | 16% | 4 | -14
Cc1sc2nc(SCC(=O)Nc3ccc(S(N)(=O)=O)cc3)[nH]c(=O)c2c1C | -0.7 | -2 | -10% | -7% | -23% | -0.2 | 8% | 2 | 1

This part in full (from the top)
SMILES | D2 ag | PI4K2A block | rTrxR1 inhibitor | TrxR1 substrate | USP1 inh | TRHR agonist | IDH1 R132H inh | TRHR enhancer | D2 antag
Cc1cccnc1NC(=O)C(c1ccccc1)c1ccccc1 | -1.9 | -3 | 32%[activator] | 6% | -8% | -1.4 | 14% | -3 | -32
CCOc1ccccc1-n1nnnc1SCC(=O)NCc1ccco1 | -0.8 | -1 | -16% | -2% | 2% | -0.5 | 16% | 4 | -14
Cc1sc2nc(SCC(=O)Nc3ccc(S(N)(=O)=O)cc3)[nH]c(=O)c2c1C | -0.7 | -2 | -10% | -7% | -23% | -0.2 | 8% | 2 | 1
Cn1c(CC(=O)NCCO)c(Sc2ccccc2)c2ccccc21 | 50* | -3 | 8%[57.1 µM] | 9%[57.1 µM] | -16% | 0.3 | 6% | -2 | -4
O=c1[nH]c2c(n(C3CCCCC3)c1=O)CCC2 | 0.8 | -16 | ? | -13% | -11% | 0.3 | 2% | 6 | 3
COCC(=O)Nc1cc(Cl)c(OC)cc1OC | -0.3 | -4 | 8% | 1% | -5% | -0.4 | -1% | -1 | -4
O=S(=O)(N(Cc1ccccc1)[C@@H](CO)Cc1ccccc1)N(Cc1ccccc1)[C@@H](CO)Cc1ccccc1 | / | 1 | 15%&8% | 3%&3% | -26% | / | 2% | / | /
COCc1cc(=O)[nH]c2cc(NC(=O)C(F)(F)F)c(C)cc12 | -0.6 | 2 | 13%[57.1 µM] | 13%[57.1 µM] | 7% | -0.2 | 1% | 1 | -3
CN(Cc1ccc(F)cc1)C(=O)c1cccc(S(=O)(=O)N2CCN(c3ccc(F)cc3)CC2)c1 | 0.8 | 2 | 7% | -8% | -2% | 0.1 | -5% | -3 | 8
COc1cccc(N2CCN(C(=O)c3ccc(-c4ccccc4)cc3)CC2)c1 | 0.4 | -4 | 16% | -2% | -27% | 0.5 | 0% | -5 | 5
CCOc1ccc(CN2CCc3nc(Nc4ccc(OC)cc4OC)ncc3C2)cc1 | 0.5 | 4 | 14%[57.1 µM] | -1%[57.1 µM] | -12% | -0.2 | / | 5 | /
CC(=O)Nc1ccc(N(C(=O)c2ccco2)C(C(=O)NC2CCCC2)c2ccc(N(C)C)cc2)cc1 (stereo not given) | 0.3 | 6 | 20% | 6% | ? | 0.1 | 6% | -2 | 4
CC(=O)Nc1cccc(NC(=O)CSc2nccn2C2CCCC2)c1 | 0.2 | 4 | 13%[57.1 µM] | 4%[57.1 µM] | ? | 0.0 | 0% | 0 | /
CCCc1nn2c(=O)cc(COC(=O)c3ccco3)nc2s1 | -0.4 | -4 | 19%[57.1 µM] | 5%[57.1 µM] | 2% | 0.8 | 1% | 9 | /
CCOC(=O)c1ccccc1NC(=O)c1nn(-c2ccc(OC)c(Cl)c2)c(=O)c2c1c1ccccc1n2C | -0.6 | 3 | 15% | -3% | -12% | 0.3 | 16% | -1 | /
CC1CCN(C(=O)COC(=O)c2cccc(S(=O)(=O)N(C)c3ccccc3)c2)CC1 | 5.0 | 4 | ? | -17% | -4% | 0.4 | 4% | 2 | 43*
O=C(c1ccccc1)N1CCCC(c2nc3c(nnn3Cc3ccc(F)cc3F)c(=O)[nH]2)C1 (stereo not given) | 0.3 | 2 | -13% | -7% | -22% | 0.3 | / | -1 | /
O=C(Nc1ccc(Cl)c(C(F)(F)F)c1)C(=O)N1CCCCC1 | 0.6 | -1 | -5% | -16% | -5% | 1.2 | 1% | -1 | 8
C=C(C)CNC(=S)N/N=C/c1ccco1 | -1.6 | 7 | -21% | -5% | -10% | -0.5 | 0% | 3 | -17
Cc1c(F)cccc1NC(=O)CCCCCC1NC(=O)NC1C (stereo not given) | -0.5 | -2 | 0%[57.1 µM] | -11% | -33% | 1.1 | -1% | -1 | 10
CCNc1nc(NCC)nc(N(n2cnnc2)S(=O)(=O)c2ccc(C)cc2)n1 | / | -1 | -2% | -10% | -9% | -1.2 | 16% | -1 | /
COC(=O)c1ccc(CSc2nc3sc(C(=O)O)c(C)c3c(=O)[nH]2)cc1 | 0.7 | -1 | -8% | -6% | -1% | 0.1 | -6% | -1 | 24
CCOC(=O)c1ccc(S(=O)(=O)N2CCN(C(C)=O)CC2)cc1 | -0.1 | 5 | 10%[57.1 µM] | -4%[57.1 µM] | -14% | 0.2 | 10% | 4 | 1
O=C(COc1ccc(Cl)cc1)Nc1cc(NC(=O)COc2ccc(Cl)cc2)cc(C(=O)O)c1 | 0.5 | -1 | 15% | 3% | ? | 0.4 | -5% | 15 | 3
Cc1ccccc1N=C1NC(=O)CC(c2ccccc2)S1 (stereo not given) | 0.4 | -5 | 7%[57.1 µM] | 5%[57.1 µM] | -24% | -0.6 | -2% | 8 | -12
CCCCN(CCCC)CCCNC(=O)CC1Oc2ccc(C)cc2NC1=O (stereo not given) | 1.7 | 5 | 11% | 7% | -16% | 0.2 | 0% | -2 | -2
CC(C)(C)NC(=O)CC1C[C@H](C(=O)N2CCCCC2)[C@@]2(C)c3[nH]c4ccccc4c3CCN2C1=O (stereo not given in full) | / | -59* | 16% | 2% | -7% | / | -1% | / | /
CC(C)(C)CN1C(=O)C(=O)NC[C@@H]1CCCCN | / | 3 | 5% | 1% | 12% | / | 0% | / | /
Cc1cccc(CCNC(=O)CN(C)S(=O)(=O)c2ccc3c(c2)c(=O)n(C)c(=O)n3C)c1 | 0.4 | 5 | 17% | 2% | -11% | -0.4 | 4% | -7 | -3
COc1ccc2c(c1)C1(Nc3ccccc3-c3nc4ccccc4n31)C(=O)N2 (stereo not given) | 0.7 | -4 | 8% | -2% | -29% | -0.2 | ? | 7 | 2
COc1ccc(C(=O)NC(C)c2ccccc2)cc1Br (stereo not given) | -1.1 | -2 | 13% | -1% | -6% | 0.4 | -9% | -6 | 0
COc1ccc(/C=N/N=C2\CC3CCC2(C)C3(C)C)cc1O (stereo not given) | 0.5 | -2 | 3%[57.1 µM] | 3%[57.1 µM] | -9% | 0.3 | 6% | 3 | 11
Cc1cccc(CCNC(=O)CC2C(=O)NCCN2CC2CCCCC2)n1 (stereo not given) | -0.2 | -2 | 21%[11.4 µM] | 14% | -23% | -0.1 | 17% | -1 | 3
COc1ccc(NS(=O)(=O)c2ccc(NC(=O)N3CCCC3)cc2)cc1 | 0.9 | 2 | 10%[57.1 µM] | -2%[57.1 µM] | -17% | 1.9 | -11% | 3 | /
CSc1nc(N)nc2c1ncn2CC(=O)NCC1CCCO1 (stereo not given) | / | -2 | 13% | 8% | -24% | / | 0% | / | /
COc1cccc(N2CCN(C(=O)c3ccc(Cl)c(NC4=NC5CS(=O)(=O)CC5S4)c3)CC2)c1 (stereo not given) | 0.0 | 4 | 10% | -3% | -13% | 0.9 | 0% | 6 | -4
CN(C)C=Nc1ccc2nn(-c3ccccc3)nc2c1 | 0.5 | -7 | 14%[57.1 µM] | 45%[activator][57.1 µM] | -21% | 0.5 | 7% | -2 | -4
O=C(/C=C/c1ccccc1)Nc1nc(-c2ccncc2)cs1 | 0.9 | -2 | 10%[57.1 µM] | 6%[57.1 µM] | -20% | 0.2 | 7% | -4 | 0
Cc1ccc(NC(=O)OCc2cc(-c3ccccc3)on2)cc1 | -0.9 | 1 | 15%[57.1 µM] | 7%[57.1 µM] | -24% | -0.5 | 13% | 10 | -7
O=C(CSc1nc2ccccc2s1)NCc1cc([N+](=O)[O-])ccc1O | -0.7 | -4 | 25%[57.1 µM] | 10%[57.1 µM] | 20% | -0.6 | -7% | -3 | -4
O=C(Cn1c2[n+](c3ccc(C(F)(F)F)cc31)CCCCC2)Nc1ccc(Br)cc1 | -0.1 | 1 | 13%[57.1 µM] | -15%[57.1 µM] | -2% | 0.3 | 10% | -2 | 56*
CC(C)(C)NC(=O)C1CN(S(=O)(=O)c2ccccc2)CCN1S(=O)(=O)c1ccccc1 (stereo not given) | -0.3 | -6 | -1% | 1% | -6% | -0.5 | 4% | 3 | -6
CCCc1ccc2oc(C(=O)N3CCN(CC(=O)NC(C)C)CC3)c(C)c2c1 | -2.3 | -4 | 12%[11.4 µM] | 1% | -20% | 0.2 | 2% | 3 | 7
Cc1ccc(S(=O)(=O)c2[nH]c(-c3ccccc3)nc2SC(C)C(=O)O)cc1 (stereo not given) | 0.1 | 2 | 22% | 1% | -3% | 0.4 | -5% | 2 | /
O=C(NCc1ccccc1)c1ccc(CSc2nc3cccnc3n2Cc2ccccc2F)cc1 | / | 3 | 19% | 2% | -6% | 0.7 | -17% | -1 | /
COCCNC(=O)C1CC(=O)N(C2CCCCC2)C1 (stereo not given) | -0.5 | -10 | -13% | -12% | -13% | 1.0 | 6% | -2 | 0
CC(C)c1cccc(OCC(=O)Nc2ccc(S(=O)(=O)Nc3ccccn3)cc2)c1 | 3.2 | -2 | 0% | 2% | -4% | -0.8 | 0% | 3 | 3
CCCn1nnnc1SCC(=O)c1ccc(NC(C)=O)cc1 | / | -4 | 15% | 6% | -15% | -1.5 | 4% | -5 | /

An unsorted share of the library. About 3.9% of those tested had a hit in this group.
